Screening results from PubChem.
TEAD-YAP block = TEAD-YAP interaction inhibition. AID 1259422. 640,000 compounds, 1.4% hits. HEK-TIYL cells, TEAD-Gal4/YAP UAS-luciferase luminescence. inhibition, % at 9.12 µM; in the data active = inhibition above about 32%;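 note: 0% = median of test compound wells and 100% = reference inhibitor wells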
GPR151 ag = activates the human receptor GPR151. Q8TDV0. PathHunter beta-arrestin GPR151 cells, luminescence. activation, % at 11.2 µM. 650,000 compounds, 1% hits; in the data active = activation above about 4.9%;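 note: 0% = median of compound wells and 100% = cells with positive control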
Target sequence (Q8TDV0 whole entry, looked up): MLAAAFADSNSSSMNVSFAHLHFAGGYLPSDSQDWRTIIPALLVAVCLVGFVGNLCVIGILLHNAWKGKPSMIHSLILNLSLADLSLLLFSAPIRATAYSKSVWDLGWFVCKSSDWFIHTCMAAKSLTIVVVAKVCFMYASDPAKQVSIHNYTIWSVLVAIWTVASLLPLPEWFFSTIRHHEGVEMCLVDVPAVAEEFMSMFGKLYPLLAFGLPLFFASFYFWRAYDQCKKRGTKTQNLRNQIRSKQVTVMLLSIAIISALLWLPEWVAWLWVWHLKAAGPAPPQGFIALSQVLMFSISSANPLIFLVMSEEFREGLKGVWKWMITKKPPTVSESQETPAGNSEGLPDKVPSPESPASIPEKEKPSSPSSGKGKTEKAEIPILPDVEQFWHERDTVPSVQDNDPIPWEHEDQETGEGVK
FBW7 activator = activators of human E3 ligase FBW7; Q969H0; AlphaScreen FBW7–phospho-cyclin E peptide binding, activator screen; normalized activity (activation), % at 26.1 µM; 650,000 compounds, 0.13% hits; AID 1259310; in the data active = normalized activity above about 1.9%;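 note: purified mutant Fbw7 with reduced substrate affinity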
MITF primary = human MITF inhibition, primary screen; 650,000 compounds, 0.91% hits; inhibition, % at 2.6 µM; O75030; AlphaScreen MITF homodimerization, bead proximity signal; in the data active = inhibition above about 50%;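 note: 0% = vehicle wells with protein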
Target sequence (O75030 whole entry, looked up): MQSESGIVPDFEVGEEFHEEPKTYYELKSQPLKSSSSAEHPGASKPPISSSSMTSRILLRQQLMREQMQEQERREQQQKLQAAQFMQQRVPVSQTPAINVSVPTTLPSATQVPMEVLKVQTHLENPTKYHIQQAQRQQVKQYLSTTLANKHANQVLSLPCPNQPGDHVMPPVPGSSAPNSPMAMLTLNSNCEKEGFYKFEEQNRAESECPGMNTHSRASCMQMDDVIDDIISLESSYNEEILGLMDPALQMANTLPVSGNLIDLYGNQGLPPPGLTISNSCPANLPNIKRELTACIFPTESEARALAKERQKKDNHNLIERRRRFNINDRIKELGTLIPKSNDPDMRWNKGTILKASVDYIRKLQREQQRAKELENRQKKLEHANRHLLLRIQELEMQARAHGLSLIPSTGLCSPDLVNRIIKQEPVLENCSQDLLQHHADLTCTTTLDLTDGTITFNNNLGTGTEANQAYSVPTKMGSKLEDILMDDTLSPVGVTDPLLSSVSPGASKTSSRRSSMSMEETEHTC
* hit, by the source's call; / = no result given.

SMILES	TEAD-YAP block	GPR151 ag	FBW7 activator	MITF primary
O=C1Nc2cc(C(=O)O)ccc2S/C1=C/c1ccccc1Cl	-4.2	1.1	-0.3	2.9
CCCCN(CC(N)=O)S(=O)(=O)c1ccc2c(c1)OCCO2	-4.3	2.4	-0.1	-5.9
COc1ccc(C2C(C#N)=C(N)N(c3sc4c(c3C#N)CCCCC4)C3=C2C(=O)CCC3)cc1 (centres undefined)	3.4	-1.0	-0.1	-14.0
Cc1ccc(NC(=O)CCS(=O)(=O)c2cc3c(cc2C)NC(=O)CO3)cc1C	2.0	0.1	-0.2	-5.4
CC1=CC(C)(C)N(C(=O)c2ccco2)c2ccc(OC(=O)c3ccco3)cc21	-0.4	-0.4	-0.1	9.9
CCCC(c1nnnn1CCOC)N1CCN(c2cccc(C(F)(F)F)c2)CC1 (centres undefined)	-9.2	5.4*	-0.2	-0.3
Cc1ccc(-c2cc3nc(C)cc(C(F)(F)F)n3n2)cc1	-32.9	-1.2	1.2	7.1
CN1CCN(C(=O)c2ccc(-c3nc(C(=O)NC4CCN(Cc5ccccc5)CC4)cs3)cc2)CC1	7.0	-0.4	0.1	24.7
COc1ccc(Cl)cc1NC(=O)COC(=O)CCNC(C)=O	0.5	1.5	0.1	7.0
N#C/C(=C\c1cccs1)C(=O)NCc1cccnc1	7.1	-1.2	-0.1	2.8
COc1ccccc1NC(=O)CNCCN1CCOCC1	2.4	-0.5	0.0	86.0*
Cc1ccc(-n2c(-c3ccc(Br)cc3)cn3c4c(=O)n(C)c(=O)n(C)c4nc23)cc1C	4.6	1.2	0.0	-9.4
CC(=O)c1ccc(-n2nnnc2SCC(=O)Nc2ccccc2N2CCOCC2)cc1	-2.3	0.1	0.1	9.9
COC(=O)/C=C(\C(=O)OC)n1c([N+](=O)[O-])cnc1C	-2.1	1.4	-0.1	4.2
CN(Cc1ccc(F)cc1)c1ccc(OCC(=O)NCCCn2ccc3ccccc32)nn1	1.8	0.1	0.0	-12.1
O=C(Cn1c2ccccc2c2nc3ccccc3nc21)c1ccccc1	-16.1	1.5	0.0	2.5
CCOc1ccc(C2C(C#N)=C(N)N(c3ccc(OC)cc3)C3=C2C(=O)CCC3)cc1 (centres undefined)	50.2*	0.0	0.0	-1.5
Cc1ccc(-n2nc3c(c2NC(=O)C(C)C)CS(=O)(=O)C3)cc1	-12.2	-1.8	0.1	0.9
Clc1nc(Nc2ccc3c(c2)OCO3)c2ncn(-c3ccccc3)c2n1	-82.8	-0.8	0.1	5.9
Cc1ccc2c(c1)c(=O)c(S(=O)(=O)c1ccccc1)cn2CC(=O)Nc1ccccc1C	-1.2	-0.4	-0.1	1.1
Cc1cc(Cl)ccc1NC(=O)CCCN1C(=O)CCC1=O	-6.1	0.0	0.0	5.0
O=C(OCc1cccc([N+](=O)[O-])c1)c1cc(Cl)ccc1O	18.8	7.2*	-0.4	-9.7
CCCNC(=O)CN1N=C(C(C)(C)C)Cn2c(cc3ccccc32)C1=O	0.1	-0.9	-0.2	6.0
CC(C)(C)c1ccc(C(=O)Nc2cc(C(=O)N3CCC(Cc4ccccc4)CC3)ccc2N2CC3CC(C2)c2cccc(=O)n2C3)cc1 (centres undefined)	-2.1	0.3	0.0	2.6
CC(C)c1ccc(CNC(=O)c2ccccc2Cl)cc1	3.7	0.8	0.2	1.7
COc1ccc(NS(=O)(=O)c2ccc(N=Cc3ccc([N+](=O)[O-])cc3)cc2)nn1	-6.1	-0.5	0.3	11.0
CN(C)c1ccc(/C=N/NC(=O)c2cccc(N)c2)cc1	-32.1	-2.1	0.2	1.0
O=C1ON=C(c2ccccc2)/C1=C\c1ccc(O)cc1	-12.5	-0.3	-0.3	59.0*
CC(=O)c1ccc(N2C(=O)c3cccc4c([N+](=O)[O-])ccc(c34)C2=O)cc1	-7.4	-0.6	-0.1	-4.2
O=C(c1ccc[nH]c1=S)N1CCC(Cc2ccccc2)CC1	-5.8	4.1	0.0	0.7
OC1CCCc2c1[nH]c1ccc(Br)cc21 (centres undefined)	4.6	-0.4	0.1	15.2
O=C(Nc1cccc(C(F)(F)F)c1)C(C(F)(F)F)C(F)(F)F	4.1	-0.2	0.2	3.4
Cc1cccc(-n2c(CNC(=O)c3ccco3)nnc2SCC(=O)N2N=C(c3cccs3)CC2c2ccc(F)cc2)c1C (centres undefined)	14.3	-0.7	0.0	-3.2
CC1C(=O)Nc2ccc(S(=O)(=O)Nc3cccc(C(F)(F)F)c3)cc2NC1=O (centres undefined)	-6.7	0.1	0.2	-12.4
CCC(=O)Nc1ccc(C(=O)Nc2cccc(NC(C)=O)c2)cc1	-5.8	-0.1	0.7	7.9
CN(C(=O)c1ccccc1)c1cccc(N)c1	12.8	0.7	-0.1	-4.8
CCCc1ccc(-c2ccc(C(=O)Nc3cccc(C(F)(F)F)c3)cc2)nc1	13.4	1.8	-0.2	-1.4
Cc1ccc(N2CC(NC(=O)NCCCc3ccccc3)CC2=O)cc1 (centres undefined)	11.8	-0.3	0.4	13.3
O=C(NC(=S)NCC1CCCO1)c1ccccc1F (centres undefined)	-16.2	2.4	0.0	2.7
CC(/C=C/c1ccccc1)=N\NC(=O)c1nnn(-c2nonc2N)c1C	0.2	1.3	0.5	0.7
O=C1CCCC(OC(=O)c2cccs2)=C1Sc1ccccc1[N+](=O)[O-]	2.3	-0.6	0.1	14.4
COc1ccc(-c2nc3ccccc3c(=O)n2NCc2ccccc2Cl)cc1OC	2.0	1.7	0.1	-0.3
CCOc1cc([N+](=O)[O-])cc(/C=N/NC(=O)COc2cccc3ccccc23)c1O	-6.4	-0.1	-0.1	-17.8
CCOC(=O)/C(C#N)=C/c1c(Oc2ccc(CC)cc2)nc2ccccn2c1=O	4.6	-0.6	0.0	11.7
Cn1c(SCC(=O)c2ccc(Br)s2)nnc1-c1ccncc1	3.8	0.1	-0.1	-6.7
O=C1CN(C(=O)c2ccco2)C(c2ccccc2)c2cc(Br)ccc2N1 (centres undefined)	11.4	-1.3	0.5	13.6
CSCCNC1CCCN(c2nc(C)c3cc(F)ccc3n2)CC1 (centres undefined)	5.5	-1.0	0.2	-16.5
CC(C)c1cc(C(=O)NCCn2nc(-c3cccs3)oc2=O)on1	-1.1	-0.2	-0.1	-3.2
N#CCCNS(=O)(=O)c1ccc(C(=O)OCc2cccc3ccccc23)cc1	-9.7	-2.8	-0.2	-9.8
Cc1nc(N2CCN(c3ccccn3)CC2)c2c(C)c(C(=O)Nc3nc4ccccc4s3)sc2n1	8.2	1.1	-0.1	-9.0

The results go on:
SMILES	TEAD-YAP block	GPR151 ag	FBW7 activator	MITF primary
COCCN1C(=O)c2oc3ccc(F)cc3c(=O)c2C1c1cccc(Cl)c1 (centres undefined)	-0.7	2.7	-0.1	-3.8
O=C(CCc1nnc(CCCc2ccccc2)o1)NCc1ccncc1	10.5	-0.5	0.0	5.3
COc1cccc(CNC(=O)Cn2cnc3c(oc4ccccc43)c2=O)c1OC	6.9	1.4	0.0	8.6
COc1cccc(CNC(=O)Cc2ccc(NC(=O)C3=C(C)OCCS3)cc2)c1	-19.6	0.4	0.0	9.4
COc1ccc(NC(=O)c2cc(C(=O)Nc3ccc(OC)cc3)cc(N3C(=O)c4ccccc4C3=O)c2)cc1	-1.5	-1.0	0.0	-8.4
N#Cc1c(N)n[nH]c1-c1ccccc1	-3.2	1.0	0.2	13.6
Cc1ccc2c(c1)N(CC(=O)NCCc1c[nH]c3ccccc13)C(=O)CO2	-6.5	0.7	-0.1	4.1
Cc1ccc(C(=O)c2sc3nc(-c4cccs4)cc(C(F)(F)F)c3c2N)cc1	-1.1	0.8	0.0	0.0
O=C(COC(=O)c1c2c(nc3ccccc13)CCCC2)c1ccc(Oc2ccc(Cl)cc2[N+](=O)[O-])cc1	-4.0	0.2	-0.1	8.8
COCCOc1ccc(C(F)(F)F)cc1NC(=O)CN1C(=O)NC2(CCSC2)C1=O (centres undefined)	1.9	-0.3	0.0	-11.9
Cc1cc(I)ccc1N1C(=O)C2C3c4ccccc4C(CO)(c4ccccc43)C2C1=O (centres undefined)	0.1	0.1	0.1	17.3
O=C(O)C(Sc1nc2ccccc2nc1SC(C(=O)O)c1ccccc1)c1ccccc1 (centres undefined)	-1.2	0.0	0.0	7.5
COc1cc2nnc3c(c(-c4ccccc4)nn3-c3ccccc3)c2cc1OC	3.1	0.4	0.3	8.5
O=C(Nc1ccc(Br)cc1)c1cc2nc(-c3ccc(Br)cc3)cc(C(F)(F)F)n2n1	1.6	0.5	0.0	-4.7
COc1ccc(/C=N/NC(=O)CNc2ccc3ccccc3c2)cc1OC	-3.9	5.9*	0.1	10.9
O=C(NC1CCCCC1)c1nn2c(C(F)(F)F)cc(-c3ccccc3)nc2c1Br	1.1	5.0*	-0.1	-0.1
CN(C)C(=O)C(=O)c1cn(C)c2cc(Cl)c(C(=O)N3CCC(Cc4ccc(F)cc4)CC3)cc12	8.0	-1.3	-0.1	-3.6
CCOC(=O)N1CCN(C(=O)c2ccc3nc4cc(Cl)ccc4c(=O)n3c2)CC1	2.3	-0.2	0.0	5.9
COCCCNC(=O)c1ccc(CS(=O)Cc2ccc(C)cc2)o1 (centres undefined)	0.8	0.9	-0.3	-1.1
Cc1ccc(S(=O)(=O)N2CC[C@@H](O)C2)cc1	-2.6	-0.6	0.5	3.2
CC(C)OC(=O)c1c(NC(=O)/C=C/C(=O)O)sc2c1CCCCC2	16.5	-0.7	0.1	14.7
COc1cc(N2CCOCC2)ccc1C=O	8.2	-0.1	-0.2	-2.4
CCC1(c2ccccc2)NC(=O)N(CCOc2cccc(Br)c2)C1=O (centres undefined)	3.4	2.0	0.0	-16.4
O=C(O)CC1S/C(=N/N=C/c2ccc3c(c2)OCO3)NC1=O (centres undefined)	15.6	-7.0	-0.2	6.0
CCOC(=O)N1CCC(N2CCCC(c3ccn[nH]3)C2)CC1 (centres undefined)	7.0	0.7	0.0	-8.4
CC(CCc1ccccc1)Nc1cc(N2CCN(S(C)(=O)=O)CC2)ccc1[N+](=O)[O-] (centres undefined)	-4.8	-0.8	0.6	-2.7
COc1ccccc1-c1c(C(F)(F)F)oc2cc(OCC#N)ccc2c1=O	-5.2	4.4	-0.1	-10.6
COc1ccc(Br)cc1COC(=O)c1cccs1	-7.9	-0.8	0.1	19.8
CCOC(=O)c1cnc2c(OC)cccc2c1Nc1cccc(OC)c1	15.1	1.7	0.0	7.5
O=C(CN1C(=O)c2ccccc2S1(=O)=O)NCCSCc1ccco1	4.0	-0.1	0.0	10.7
CCOC(=O)c1c(C(=O)OCC)c(C)n(-c2ccc(Oc3ccc(-n4c(C)c(C(=O)OCC)c(C(=O)OCC)c4C)cc3)cc2)c1C	2.3	0.0	0.2	15.6
NNc1ncnc2sc3c(c12)CCC3	-5.5	-0.4	-0.1	-12.6
Cc1cc(C)nc(/N=C(\N)Nc2ccc(S(=O)(=O)Nc3nccc(C)n3)cc2)n1	2.1	-1.2	0.1	1.1
CC(C)n1cnc2c(NC3CCN(Cc4ccccc4)CC3)nc(Nc3cccc(N(C)C)c3)nc21	4.6	-2.5	0.1	14.0
O=[N+]([O-])c1cccc(-c2nc(-c3ccc(Oc4ccccc4)cc3)c(-c3ccc(Oc4ccccc4)cc3)[nH]2)c1	13.3	0.8	-0.1	4.5
CCSCCOC(=O)C1=C(C)NC2=C(C(=O)CC(c3ccc(Cl)cc3)C2)C1c1cccc([N+](=O)[O-])c1 (centres undefined)	22.6	0.7	-0.1	4.1
CCCOc1ccc(CSC(=N)N)cc1Br	-2.3	4.4	0.1	5.2
CCCOc1ccc(C2NC(=O)NC(C)=C2C(C)=O)cc1OCC (centres undefined)	-6.6	1.0	-0.1	3.3
O=C(OCc1ccccc1)N1CCOCCOCCOCC1	5.6	2.4	0.0	5.3
O=C(NCCCN1CCCC1=O)c1cnc(NC2CCC(O)CC2)s1 (centres undefined)	-8.8	0.9	-0.2	13.1
Cc1ccc(S(=O)(=O)N2CCN(S(=O)(=O)c3cc(C(=O)O)ccc3C)CC2)cc1	4.2	0.7	-0.1	9.2
O=C(N/N=C/c1ccccc1)c1cc(Br)cc(Br)c1O	-4.0	-1.0	0.1	-13.1
COc1ccccc1C(=O)N1CCN(c2ccc([N+](=O)[O-])c(NC3CC3)c2)CC1	11.6	1.7	-0.3	-10.9
COc1cc(/C=C(\C#N)C(N)=O)cc(CSc2nc3ccccc3s2)c1O	/	-1.5	0.0	21.7
CN(C)c1ccc(/C=C2/NC(=O)NC2=O)cc1Br	-8.0	0.1	0.1	14.3
COc1cc2ccccc2cc1C(=O)OCC(=O)NC(C)(C)C	-1.7	3.0	0.0	0.1
CCN(CC)CCNC(=O)c1ccc(Nc2cc(Nc3ccccc3C(=O)NC)c(C(F)(F)F)cn2)c(OC)c1	64.2*	-0.1	0.3	9.2

One compound at a time, as listed above. Order of screens: TEAD-YAP block, GPR151 ag, FBW7 activator, MITF primary
O=C(CN1C(=O)c2ccccc2S1(=O)=O)NCCSCc1ccco1 is listed with 4.0, -0.1, 0.0, 10.7
CC(=O)c1ccc(N2C(=O)c3cccc4c([N+](=O)[O-])ccc(c34)C2=O)cc1 is listed with -7.4, -0.6, -0.1, -4.2
Cc1ccc2c(c1)N(CC(=O)NCCc1c[nH]c3ccccc13)C(=O)CO2 is listed with -6.5, 0.7, -0.1, 4.1
CN(C)c1ccc(/C=N/NC(=O)c2cccc(N)c2)cc1 is listed with -32.1, -2.1, 0.2, 1.0
O=C1Nc2cc(C(=O)O)ccc2S/C1=C/c1ccccc1Cl is listed with -4.2, 1.1, -0.3, 2.9

Quoted from the listing:
GPR151 ag, O=C(N/N=C/c1ccccc1)c1cc(Br)cc(Br)c1O stands at -1.0
GPR151 ag, COc1cc2ccccc2cc1C(=O)OCC(=O)NC(C)(C)C stands at 3.0
